# Source: PubChem (National Center for Advancing Translational Sciences (NCATS))
# ELG1 genotoxic: inducers of genotoxicity in HEK293T ELG1-luciferase cells | HEK293T ELG1-luciferase reporter, luminescence, 16 h | Potency, µM (series often up to 46 µM), inactives show at the top dose activity change, positive = activation, actives largely listed as activators | actives 1.3% (n = 330,000); note: potency is the fitted concentration of half-maximal effect; % of control where 0% means no effect; nearly all actives have a fitted effect of over 60% in size
#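 HEK293T cells expressing luciferase-tagged ELG1 were treated with compound or DMSO for 16 hr at 37°C. Luciferase activity was then read after 30 min with ONE-Glo at room temperature; rising signal flags genetic stress.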
# Rab9 promoter act: Rab9 promoter activation | Huh7 Rab9 promoter-luciferase reporter, luminescence, 24 h | actives 2.8% (n = 320,000) | Potency, µM (doses to about 9.22 µM), inactives show top-dose activation, negative = inhibition, usual class: activators | AID 485297; note: potency is the fitted concentration of half-maximal effect; % of control where 0% means no effect; nearly all actives have a fitted effect of over 60% in size
#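 Huh7 cells stably carrying Rab9 promoter–luciferase reporter, plated 1500 cells/well, compound added after 2 h and incubated 24 h at 37 °C; luciferase luminescence then read after 10 min with detection reagent.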
# Tb PFK block: T. brucei PFK enzyme inhibition; O15648; AID 485367; T. brucei PFK, ADP-Glo luminescence; Potency, µM (top dose mostly 57.5 µM), for inactives: top-dose activity, negative = inhibition, most hits filed as inhibitors; actives 0.17% (n = 330,000);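 note: potency is the fitted concentration of half-maximal effect; 0% = uninhibited 1x PFK enzyme wells and -100% = no-enzyme wells; nearly all actives have a fitted effect of over 60% in size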
# Target sequence (O15648 whole entry, looked up): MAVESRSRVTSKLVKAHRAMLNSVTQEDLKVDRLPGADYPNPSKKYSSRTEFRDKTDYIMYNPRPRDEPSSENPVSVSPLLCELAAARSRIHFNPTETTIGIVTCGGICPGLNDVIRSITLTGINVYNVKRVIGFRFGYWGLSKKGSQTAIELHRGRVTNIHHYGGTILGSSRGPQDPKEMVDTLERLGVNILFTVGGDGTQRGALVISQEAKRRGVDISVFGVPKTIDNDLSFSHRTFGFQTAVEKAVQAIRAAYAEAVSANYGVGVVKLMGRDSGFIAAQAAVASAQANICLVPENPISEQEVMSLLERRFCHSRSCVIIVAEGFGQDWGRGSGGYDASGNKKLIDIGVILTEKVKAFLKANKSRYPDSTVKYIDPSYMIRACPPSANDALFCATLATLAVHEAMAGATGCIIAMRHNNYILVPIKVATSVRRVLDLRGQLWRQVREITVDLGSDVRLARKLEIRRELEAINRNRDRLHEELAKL
#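 Compounds were pin-transferred as a titration series up to 57 uM into substrate buffer (0.5 mM F6P, 0.1 mM ATP, pH 8.0), then 1.25 nM PFK was added and reactions ran 45 min before ADP-Glo detection.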
# TRPV1 ag: agonists of human vanilloid receptor 1 (TRPV1); Q8NER1; TRPV1-expressing cells, Fluo-8 calcium influx, agonist mode; activation, % at 8.33 µM; actives 0.19% (n = 320,000); AID 540275; in the data active = activation above about 80%; inconclusive = between about 30% and that limit; note: 0% is about no effect
#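 TRPV1-expressing cells were cultured overnight at 35.5C and loaded with Fluo-8 calcium dye for 40 to 90 min at room temperature. After a 10 s baseline, compound was added and calcium influx was read kinetically for 3 min (ex 480/em 520 nm).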
# BRCA1 expr act: increases BRCA1 expression; MCF7-BRCA1-FFLuc reporter, luminescence, 48 h; response scale: scaled: vehicle 0%, 10 µM genistein 100%; Potency, µM (highest dose often 46.1 µM), for inactives: at the highest dose activation, most hits filed as activators; actives 1.1% (n = 380,000); note: potency is the fitted concentration of half-maximal effect; nearly all actives have a fitted effect of over 80% in size; some results filed as inactive show a strong effect at the top dose
#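 Luminescence from a BRCA1-driven firefly luciferase in MCF7 cells was read after 48 h compound exposure at 37 C. Data normalized against DMSO and a 10microM genistein activation control, then curve-fitted across the titration.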
# p53 reactivation: restores transcriptional activity of mutant p53. H1299 p53-A138V BP100-luciferase reporter, luminescence, 24 h. Potency, µM (titrated, usually from 92.2 µM), for inactives: at the top dose activity change, positive = activation, most hits filed as activators. actives 0.063% (n = 320,000); note: potency is the fitted concentration of half-maximal effect; % of control where 0% means no effect; nearly all actives have a fitted effect of over 45% in size
#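 p53-null H1299 cells stably carrying temperature-sensitive p53-A138V and a BP100-luciferase reporter were pinned with compounds (4-point, 1:5 series) and held 24 hrs at 37 deg C. Luminescence was read 10 min after detection reagent.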
# NPC1 promoter act: activates the NPC1 promoter; Huh7 NPC1 promoter luciferase reporter, 24 h; Potency, µM (series often up to 9.22 µM), for the others: top-dose activation, actives largely listed as activators; actives 2.4% (n = 320,000);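 note: potency is the fitted concentration of half-maximal effect; % of control where 0% means no effect; nearly all actives have a fitted effect of over 60% in size; reporter is driven by a mutant NPC1 promoter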
#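 Huh7 cells stably carrying NPC1 promoter–luciferase, plated in Opti-MEM with 10% FBS for 2 h, were exposed to compound in DMSO for 24 h at 37 °C; luciferase reagent was added for 10 min and luminescence read.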
# ELG1 repair inh: blocks ELG1-dependent DNA repair in HEK293T cells. Potency, µM (highest dose often 46.1 µM), inactives show at the highest dose activity change, negative = inhibition, usual class: inhibitors. HEK293T ELG1-luciferase reporter, luminescence, 16 h; DNA damage induced by 5-fluorouridine. actives 2.3% (n = 330,000); note: potency is the fitted concentration of half-maximal effect; % is set by controls: 0 for no effect and ±100 for the full control effect; nearly all actives have a fitted effect of over 55% in size
#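 Reporter activity after DNA damage by 5-fluorouridine is monitored. Compound-treated cells incubate 16 hr at 37 °C, then ONE-Glo is added for 30 min before luminescence reading.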
# FLuc modulator: firefly luciferase modulation, counter-screen for miR-21 project. purified FLuc, Km substrates, luminescence inhibition. AID 588342. actives 6.9% (n = 360,000). Potency, µM (highest dose often 57.5 µM), for inactives: at the highest dose activity change, negative = inhibition, actives largely listed as inhibitors. P08659;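 note: potency is the fitted concentration of half-maximal effect; plate controls were vehicle for no effect and reference inhibitor for full effect; nearly all actives have a fitted effect of over 55% in size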
#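 Purified P. pyralis luciferase, 10 nM final, with Km-level 10 uM D-luciferin and 10 uM ATP in 50 mM Tris acetate pH 7.5, 10 mM Mg acetate, 0.01% Tween-20, 0.05% BSA; 6-point qHTS titration about 60 µM downward; luminescence read.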
# VP16 counter: Gal4-VP16 reporter inhibition counter-screen; Drosophila S2 Gal4-VP16 UAS-luciferase, luminescence, 20 h; Potency, µM (doses to about 53.6 µM), without a hit: at the highest dose activity, negative = inhibition, usual class: inhibitors; actives 3.5% (n = 310,000);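 note: Gal4-VP16 expression switched on by copper sulfate through the metallothionein promoter; potency is the fitted concentration of half-maximal effect; % is set by controls: 0 for no effect and ±100 for the full control effect; nearly all actives have a fitted effect of over 50% in size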
# RORg inh: ROR gamma (mouse) transcription inhibition | actives 5.4% (n = 310,000) | P51450 | Potency, µM (doses to about 53.6 µM), for inactives: top-dose activity change, negative = inhibition, actives largely listed as inhibitors | Drosophila S2 Gal4-RORgamma UAS-luciferase reporter, 20 h | AID 2551; note: potency is the fitted concentration of half-maximal effect; % is set by controls: 0 for no effect and ±100 for the full control effect; nearly all actives have a fitted effect of over 60% in size
# Target sequence (P51450 whole entry, looked up, the tested form may be a part): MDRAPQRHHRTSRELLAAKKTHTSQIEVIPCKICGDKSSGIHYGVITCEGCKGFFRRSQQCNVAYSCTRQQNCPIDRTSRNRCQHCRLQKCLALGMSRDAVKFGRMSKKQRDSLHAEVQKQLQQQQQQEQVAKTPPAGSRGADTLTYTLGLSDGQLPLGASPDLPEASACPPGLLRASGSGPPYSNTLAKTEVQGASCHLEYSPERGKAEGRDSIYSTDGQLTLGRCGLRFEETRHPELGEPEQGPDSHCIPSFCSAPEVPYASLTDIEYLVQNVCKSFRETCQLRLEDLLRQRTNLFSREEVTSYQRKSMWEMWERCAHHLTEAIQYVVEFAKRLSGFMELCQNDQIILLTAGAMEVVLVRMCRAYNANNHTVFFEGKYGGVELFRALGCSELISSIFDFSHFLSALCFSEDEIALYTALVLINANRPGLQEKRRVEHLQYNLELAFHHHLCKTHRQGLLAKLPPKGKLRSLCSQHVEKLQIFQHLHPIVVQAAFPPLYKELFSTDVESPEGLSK
#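 A Gal4/UAS one-hybrid system in insect cells: metallothionein-promoter Gal4–ROR gamma fusion plus Photinus luciferase reporter. Copper sulfate 700 uM final, 20 hr ambient incubation, luminescent detection after 10 min with reagent.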
# The depositor's hits bear a star; ? = inconclusive; nt = no result given; [ ] = remark or other dose. Unless noted, calls come from the whole dose curve; as a rule, active = well fitted curve in the direction sought with a large enough effect; inconclusive = small, poorly fitted or top-dose-only effect, or another doubt; inactive = no such curve, though single readings can be large; an effect the other way counts as inactive or inconclusive. No enrichment for hits; about 15% have a hit in one of these screens.
[1] CCN1CCN(C(=O)c2ccc(C(F)(F)F)cc2)CC1
[2] Cc1ccc(CCNC(=O)C2CCN(S(=O)(=O)c3cccc4cccnc34)CC2)cc1
[3] O=S(=O)(NCC1(N2CCOCC2)CCCCC1)c1ccc(F)c(F)c1F
[4] CCOc1ccc(NC(=O)CN(C)CC(=O)Nc2ccc(Br)cc2F)cc1OCC
[5] CC[C@]12c3[nH]c4cc(-c5ccco5)ccc4c3CCN1C(=O)[C@@H](CC(=O)NCCC1=CCCCC1)C[C@@H]2C(=O)N1CCN(C(=O)c2ccco2)CC1
[6] COc1ccccc1CNC(=O)C1CCN(S(=O)(=O)c2cccc3nonc23)CC1
[7] COC(=O)c1cc(CNC(=O)c2cccc(Cl)c2)ccc1OC
[8] COc1ccc(S(=O)(=O)NCC(=O)N(CC(=O)NCC2CCCO2)c2c(C)cccc2C)cc1 (configuration not stated)
Assay by compound	1	2	3	4	5	6	7	8
ELG1 genotoxic	0%	-9%	14%	-4%	4%	-1%	-1%	-1%
Rab9 promoter act	8%	-1%	-2%	?	nt	-10%	-1%	0%
Tb PFK block	-2%	0%	2%	-2%	-27%	-6%	0%	-3%
TRPV1 ag	1	2	-5	3	nt	1	?	-1
BRCA1 expr act	-12%	-2%	-9%	-19%	-53%	-3%	-25%	-1%
p53 reactivation	-1%	-9%	4%	-3%	-1%	-5%	-2%	0%
NPC1 promoter act	0%	1%	-3%	-10%	nt	1%	-6%	9%
ELG1 repair inh	4%	8%	4%	?	?	6%	-23%	-19%
FLuc modulator	-2%	4%	2%	-9%	nt	1%	0%	2%
VP16 counter	-9%	13%	nt	4%	nt	9%	-4%	-6%
RORg inh	16%	23%	nt	6%	nt	9%	16%	12%

# A section from the list above, for reference:
[6] COc1ccccc1CNC(=O)C1CCN(S(=O)(=O)c2cccc3nonc23)CC1
[7] COC(=O)c1cc(CNC(=O)c2cccc(Cl)c2)ccc1OC
[8] COc1ccc(S(=O)(=O)NCC(=O)N(CC(=O)NCC2CCCO2)c2c(C)cccc2C)cc1 (configuration not stated)
Assay by compound	6	7	8
ELG1 genotoxic	-1%	-1%	-1%
Rab9 promoter act	-10%	-1%	0%
Tb PFK block	-6%	0%	-3%
TRPV1 ag	1	?	-1
BRCA1 expr act	-3%	-25%	-1%
p53 reactivation	-5%	-2%	0%
NPC1 promoter act	1%	-6%	9%
ELG1 repair inh	6%	-23%	-19%
FLuc modulator	1%	0%	2%
VP16 counter	9%	-4%	-6%
RORg inh	9%	16%	12%

# (further entries)
[9] CCOc1ccc(N2C(=O)CC(N3CCN(c4ccc([N+](=O)[O-])cc4)CC3)C2=O)cc1 (configuration not stated)
[10] COC(=O)c1ccc(NC(=O)C2CCCCC2C(=O)O)cc1 (configuration not stated)
[11] O=C1CC(NCc2ccc3c(c2)OCO3)C(=O)N1Cc1ccc2c(c1)OCO2 (configuration not stated)
[12] COc1ccc(OC)c(NC(=O)C(=O)c2cn(CC(=O)N3CCCC3)c3ccccc23)c1
[13] Cc1[nH]c(=O)[nH]c(=O)c1S(=O)(=O)N1CCCC(C(=O)NCCc2ccc(Cl)cc2)C1 (configuration not stated)
[14] CCCCCCn1c(N(CC)CC)nc2c1c(=O)[nH]c(=O)n2C
[15] O=C(Cn1cncn1)c1ccccc1
[16] Cc1ccc2c(c1)OC(=O)CC2c1ccccc1 (configuration not stated)
Assay by compound	9	10	11	12	13	14	15	16
ELG1 genotoxic	-5%	2%	0%	-14%	-3%	-5%	2%	-7%
Rab9 promoter act	0%	2%	-2%	-6%	0%	-2%	-1%	-4%
Tb PFK block	6%	2%	-1%	-16%	4%	-1%	2%	-7%
TRPV1 ag	2	-2	21	6	-1	24	1	8
BRCA1 expr act	5%	9%	8%	-42%	-2%	-52%	-1%	-5%
p53 reactivation	nt	-1%	18%	-8%	-2%	-2%	1%	-3%
NPC1 promoter act	1%	1%	-4%	-8%	0%	0%	12%	2%
ELG1 repair inh	5%	?	4%	12µM*	-2%	-14%	-11%	-5%
FLuc modulator	2%	2%	0%	1%	-2%	1%	-2%	-1%
VP16 counter	?	0%	6%	-4%	2%	1%	0%	-16%
RORg inh	28%	-7%	-2%	34%	39%	28%	1%	-27%

[17] O=C(CSc1nnc(CNc2ccc(F)cc2)n1Cc1ccccc1)NCc1ccco1
[18] O=C(CCCN1C(=O)/C(=C\c2cccs2)SC1=S)Nc1ccc(O)cc1
[19] CC(C)Cc1nnc(NC(=O)Cc2ccccc2[N+](=O)[O-])s1
[20] N#Cc1cccc(CN2CCCN(Cc3ccc(F)cc3)S2(=O)=O)c1
[21] CCSCCOC(=O)C1=C(C)NC(=O)NC1c1cccc(OC)c1OC (configuration not stated)
[22] CCCCC[C@H](O)/C=C/[C@@H]1[C@@H](C/C=C\CCCC(=O)OC)[C@@H](O)C[C@H]1O
[23] Nc1ccc2c(c1)sc1ccccc12
[24] CCc1ccc(NC(=O)C(=O)NCCOc2ccccc2Cl)cc1
Assay by compound	17	18	19	20	21	22	23	24
ELG1 genotoxic	-2%	-21%	4%	-9%	3%	0%	?	-1%
Rab9 promoter act	-1%	-4%	10%	-1%	0%	-3%	?	-4%
Tb PFK block	2%	-12%	-1%	0%	0%	?	-4%	2%
TRPV1 ag	0	22	11	?	-3	6	0	-2
BRCA1 expr act	10%	-45%	7%	-3%	8%	25%	?	-55%
p53 reactivation	1%	-10%	-2%	1%	-10%	1%	?	4%
NPC1 promoter act	-3%	-7%	6%	-2%	0%	-2%	23%	-4%
ELG1 repair inh	0%	?	?	-2%	-21%	?	?	8%
FLuc modulator	1%	-11%	-1%	1%	1%	?	?	-2%
VP16 counter	-2%	?	0%	18%	-7%	-9%	-14%	0%[10 µM]
RORg inh	-4%	?	32%	-1%	19%	26%	22%	6%

[25] O=C1CCC(c2ccccc2)(c2ccccc2)CC1
[26] C=CC[C@@H](CC(=O)OC(C)(C)C)C(=O)OC[C@H]1CCCN1C(=O)[C@@H](CC=C)CC(=O)N(CCO)Cc1ccccc1
[27] Cc1c(NC(=O)C(C)OC(=O)/C=C/c2ccc3c(c2)OCO3)c(=O)n(-c2ccccc2)n1C (configuration not stated)
[28] O=C(c1ccc(O)cc1)c1ccc(Cl)cc1
[29] Cc1ccc(NC(=O)C2CCC(CNC(=O)[C@@H]3Cc4ccccc4CN3)CC2)c(C)c1 (some centres not stated)
[30] CCc1cc(C(=O)N2CCCC(C(=O)c3ccc(Oc4ccccc4)cc3)C2)n(C)n1 (configuration not stated)
[31] O=C(NNC(=O)c1cccs1)Nc1cccc(Cl)c1
[32] CCC/C(=N\NC(=O)CCC(=O)NCc1ccccc1)c1ccccc1
Assay by compound	25	26	27	28	29	30	31	32
ELG1 genotoxic	-1%	-4%	8%	8%	12%	-10%	-5%	-1%
Rab9 promoter act	-3%	nt	7%	7%	10%	-7%	0%	-4%
Tb PFK block	0%	1%	-2%	1%	-3%	0%	-12%	1%
TRPV1 ag	?	nt	-1	7	-2	10	nt	0
BRCA1 expr act	14%	-24%	4%	87%	18%	-35%	8%	-36%
p53 reactivation	-3%	0%	1%	9%	27%	-6%	-3%	1%
NPC1 promoter act	-6%	nt	0%	3%	0%	-4%	6%	-2%
ELG1 repair inh	-18%	-15%	-12%	?	18%	?	8%	-14%
FLuc modulator	-1%	nt	15µM*	-19%	3%	3%	-5%	0%
VP16 counter	-4%	nt	-5%	4%	2%	-13%	-2%	-11%
RORg inh	14%	nt	17%	37%	-28%	?	5%	10%

[33] COc1ccc(CCNC(=O)CCC(=O)n2ncc3ccc(Cl)cc32)cc1OC
[34] CC(OC(=O)c1ccc(NS(=O)(=O)c2ccc3[nH]c(=O)[nH]c3c2)cc1)C(=O)Nc1ccc(Cl)cc1 (configuration not stated)
[35] Cn1cc(C(=O)C(=O)NC2CCCCC2)c2ccccc21
[36] CCn1c(=NC(=O)CS(=O)(=O)c2ccc(F)cc2)sc2cccc(OC)c21
[37] Cc1ccnc(NS(=O)(=O)c2ccc(NC(=O)C3C4C=CC(C4)C3C(=O)O)cc2)n1 (configuration not stated)
Assay by compound	33	34	35	36	37
ELG1 genotoxic	5%	-5%	?	-1%	0%
Rab9 promoter act	6%	-5%	?	-7%	-2%
Tb PFK block	-2%	5%	1%	-6%	-4%
TRPV1 ag	-8	-2	23	7	0
BRCA1 expr act	-6%	-4%	63%	-28%	-3%
p53 reactivation	nt	-3%	?	2%	-1%
NPC1 promoter act	-4%	-2%	26%	-1%	-4%
ELG1 repair inh	15%	?	?	-15%	-4%
FLuc modulator	7%	-4%	?	0%	-1%
VP16 counter	-1%	-8%	17%	nt	-5%
RORg inh	-4%	-7%	-12%	nt	-9%
